NRP1-CendR mod: modulators of CendR peptide binding to NRP-1, primary screen, biochemical, fluorescence polarization, uHTS; Neuropilin-1 (Homo sapiens), O14786; FAM-RPARPAR peptide binding to NRP-1; inhibition, % at 25 µM; 360,000 tested, 0.85% active; AID 602438, 2012;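 active = inhibition or corrected inhibition above about 18%, plus a signal ratio from 0.5 to 1.5, limit read from the data, passing the limit was not always enough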; also: strong numbers were not always called active
MT1-MMP act inh: blockers of MT1-MMP proenzyme processing, primary screen, HT1080 RFP-PRO-GFP cells, GFP/RFP fluorescence; GFP/RFP ratio change, % at 20 µM; 360,000 tested, 0.061% active; GFP/RFP ratio fluorescence, overnight; percent of plate control window, DMSO zero; Matrix metalloproteinase-14 (Homo sapiens), P50281;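 active = GFP/RFP ratio change of at least 30% with cell ATP level not reduced by more than half and red fluorescence within 50% of control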; also: strong numbers were not always called active
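Assay system: HT1080 cells carrying an RFP-PRO-GFP reporter | Dosing: Single dose of 20 µM compound, 1% DMSO final | Incubation: Cells overnight before dosing, compound overnight, 37 °C, 5% CO2 | Evaluation: GFP/RFP fluorescence ratio | Control set: DMSO and RFP-L50D-GFP cell wells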
Rin1-Abl PPI inh: inhibitors of Rin1-Abl protein binding, primary screen, biochemical, TR-FRET. Tyrosine-protein kinase ABL1 (Homo sapiens) + Ras and Rab interactor 1 (Homo sapiens), …. inhibition, % at 7.35 µM. 360,000 tested, 0.4% active. AID 588664, 2011; in the data active = inhibition above about 5%, passing the limit was not always enough
Neddyl block: inhibitors of cullin neddylation, primary screen, biochemical, TR-FRET, uHTS, NAE and Ubc12; 360,000 tested, 0.58% active; NEDD8-conjugating enzyme Ubc12 (Homo sapiens) + NEDD8-activating enzyme E1 regulatory …; calls only at 25 µM; in the data active = inhibition above about 36%
Target sequence (P61081 whole entry, looked up): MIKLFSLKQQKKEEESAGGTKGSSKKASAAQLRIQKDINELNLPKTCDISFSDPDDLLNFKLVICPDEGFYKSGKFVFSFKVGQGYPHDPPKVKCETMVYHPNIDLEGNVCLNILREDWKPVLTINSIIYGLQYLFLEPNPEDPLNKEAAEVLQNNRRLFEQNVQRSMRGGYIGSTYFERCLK
Target sequence (Q13564 whole entry, looked up): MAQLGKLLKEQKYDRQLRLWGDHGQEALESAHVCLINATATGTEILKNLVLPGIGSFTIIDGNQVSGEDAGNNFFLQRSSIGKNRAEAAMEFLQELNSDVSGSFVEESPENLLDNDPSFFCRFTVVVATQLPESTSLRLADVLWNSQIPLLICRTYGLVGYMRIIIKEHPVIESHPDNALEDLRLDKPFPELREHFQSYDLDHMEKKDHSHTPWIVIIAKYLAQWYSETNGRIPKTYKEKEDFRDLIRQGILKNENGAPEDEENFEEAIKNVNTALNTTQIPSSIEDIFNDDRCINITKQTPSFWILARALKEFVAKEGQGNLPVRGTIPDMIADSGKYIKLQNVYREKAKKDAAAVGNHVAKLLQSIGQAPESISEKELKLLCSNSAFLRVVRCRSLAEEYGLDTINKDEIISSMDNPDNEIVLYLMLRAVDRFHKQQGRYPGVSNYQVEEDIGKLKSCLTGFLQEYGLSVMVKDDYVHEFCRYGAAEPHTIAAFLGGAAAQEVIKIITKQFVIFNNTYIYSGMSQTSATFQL
FAS TE block: FAS thioesterase domain inhibitors, primary screen, biochemical, fluorescence intensity, uHTS; Fatty acid synthase (Homo sapiens), P49327; recombinant FAS-TE, OMFH fluorogenic substrate, fluorescence endpoint; inhibition, % at 15 µM; 360,000 tested, 0.67% active; AID 602261, 2012;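 active = compounds whose normalised, plate-corrected inhibition of enzyme fluorescence in the single-dose primary screen is 50% or more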;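 also: 0% = DMSO with enzyme and 100% = substrate without enzyme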
MsrA inhibitor: bovine MsrA enzyme inhibitors, primary screen, biochemical, absorbance, HTS; 360,000 tested, 0.75% active; Methionine sulfoxide reductase A (Bos taurus); purified bovine MsrA, absorbance read-out; inhibition, % at 15.5 µM; in the data active = inhibition above about 4.5%;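 also: 0% = vehicle wells with enzyme and 100% = reference inhibitor wells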
eLon inh: inhibitors of E. coli Lon protease, primary screen, biochemical, fluorescence polarization. inhibition, % at 7.94 µM. AID 602123, 2011. 360,000 tested, 0.42% active. purified E. coli Lon protease. P0A9M0; in the data active = inhibition above about 13%, passing the limit was not always enough;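 also: 0% = enzyme with probe and DMSO and 100% = no enzyme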
bovine MsrA act: bovine MsrA enzyme activators, primary screen, biochemical, absorbance, HTS; activation, % at 10.6 µM; purified bovine MsrA, absorbance read-out; Methionine sulfoxide reductase A (Bos taurus); 360,000 tested, 0.3% active; in the data active = activation above about 7.5%;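 also: 0% = vehicle and 100% = reference activator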
SKN-1 block: suppressors of acrylamide-induced Pgst-4::GFP reporter in worms, primary screen, SKN-1 inhibitor project, whole organism, uHTS, GFP/RFP fluorescence ratio, strain VP596. C. elegans VP596 Pgst-4::GFP/RFP ratio, 24 h. AID 624304, 2012. inhibition, % at 21.8 µM. 360,000 tested, 0.49% active;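 active = interference check ratio from 0.5 to 1.5 plus GFP to RFP signal ratio inhibition reaching or exceeding a fixed threshold, cut at about 30% in these data, passing the limit was not always enough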; also: some compounds called inactive have numbers as strong as hits
* hit, by the source's call; i = inactive; . = not tested or not shown.

nr	Structure	NRP1-CendR mod	MT1-MMP act inh	Rin1-Abl PPI inh	Neddyl block	FAS TE block	MsrA inhibitor	eLon inh	bovine MsrA act	SKN-1 block
1	CCOC(=O)C(Cc1ccc(O)cc1)NC(=O)c1cc2c(cn1)[nH]c1ccccc12 (stereo not drawn)	-8	10	.	i	10	-0.5	-6	-2	-4
2	O=C(CCNC(=O)c1ccc(Cl)cc1)NC1CCCCCC1	-3	2	4	i	1	1.3	15	-6	-7
3	CN(C)C(=O)c1cccn(Cc2cccc(C(F)(F)F)c2)c1=O	1	-1	-2	i	-6	-0.5	-5	-2	15
4	C(=C\c1ccccn1)/c1ccncc1	-6	-2	-3	i	-2	0.4	-2	-2	6
5	O=C1c2cccc3c(N4CCCCC4)ccc(c23)C(=O)N1c1ccccc1O	128	-165	-2	i	-124	0.1	-59	-2	-10
6	COc1ccc2c(c1)c1ncn(CCN3CCCCC3)c(=O)c1n2C	11	13	-3	.	-4	1.8	3	3	4
7	Cc1cc(C(=O)N/N=C/C=C/c2ccc([N+](=O)[O-])cc2)n[nH]1	-28	-1	1	i	11	7.6*	0	-12	-10
8	Nc1ccn([C@@H]2O[C@H](COS(=O)(=O)O)[C@@H](O)[C@H]2O)c(=O)n1	-2	1	4	i	-10	1.7	-4	1	0
9	C/C=C/c1ccc(OCC(=O)NCc2ccccc2OC)c(OC)c1	-9	4	1	i	3	1.5	-1	-9	-9
10	Cc1ccc(S(=O)(=O)Nc2cccc3c2O[C@H](CN(C)Cc2ccc(-c4ccccc4)cc2)[C@@H](C)CN([C@H](C)CO)C3=O)cc1	-12	-3	10*	i	47	0.0	-4	1	-27
11	Cn1cc(C(=O)Nc2ccc(C#N)cc2)c2ccccc2c1=O	-1	1	-3	i	1	1.0	1	-3	-12
12	COc1ccccc1OCc1nnc(SCC(=O)N2CCCC2)o1	20	3	-1	i	-6	0.8	0	-2	6
13	CCOC(=O)C1=C(C)OC(N)=C(C(=O)OCC)C1c1ccncc1 (stereo not drawn)	-2	-9	-2	i	-8	-0.5	6	-3	11
14	CCOc1ccc2nc(NC(=O)CN3CCC(n4nnc5cc(C(F)(F)F)ccc54)CC3)sc2c1	14	2	1	i	21	1.4	-5	-2	39*
15	COc1ccc(C(=O)C2CCCN(C(=O)c3cccc(Cn4cccn4)c3)C2)cc1F (stereo not drawn)	4	-1	4	i	-4	1.9	4	-1	4
16	CC(=O)c1ccc(S(=O)(=O)N2CCN(C(C)=O)CC2)cc1	-2	4	0	i	-3	0.8	-8	-11	-8
17	COc1ccc(NS(=O)(=O)c2ccc(C)c(C(=O)O)c2)cc1	0	-1	2	i	-7	-0.3	-7	-7	-6
18	CN1CCN(NC(=O)c2cc(-c3ccccn3)nc3ccccc23)CC1	-10	-7	-3	i	-4	-0.2	-4	-5	0
19	Cc1cccc2sc(NC(=O)C3CCN(C(=O)c4ccco4)CC3)nc12	4	3	1	i	1	-1.0	-3	-10	-28
20	O=C(O)CN1C(=O)SC(Nc2ccc(C(=O)O)cc2)C1=O (stereo not drawn)	1	0	-1	i	-8	0.1	2	5	-1
21	CCn1c(Cc2ccccc2)nnc1SCC(=O)Nc1ccccc1F	-3	0	-1	i	-2	-1.1	1	-4	-4
22	COC(=O)c1cc(C(=O)c2ccc(C(C)(C)C)cc2)c[nH]1	5	4	4	i	-29	1.2	1	-1	-4
23	CCOCC(=O)N1CCc2ccccc21	-8	2	6.3*	i	-8	0.2	-8	-10	-13
24	CCOc1ccc(OCCCC(=O)N(C)CC(=O)Nc2ccccc2Br)cc1	1	-1	0	i	-4	0.1	-6	-2	16
25	COc1ccc(N2CCN(c3oc(-c4ccco4)nc3C#N)CC2)cc1	-10	1	-1	i	19	0.0	-6	-5	11
26	CC1(C)CC(=O)c2cc(C(=O)NC3CCSC3=O)c(=O)n(-c3ccccc3)c2C1 (stereo not drawn)	4	5	-1	i	-4	1.4	12	-8	-15
27	O=C(NC(=S)Nc1ccccc1N1CCCC1)c1ccc([N+](=O)[O-])cc1	-3	4	-3	i	33	0.8	0	-3	4
28	Cc1cc(C)c(NC(=O)CNC(=O)CSc2nnc(N)s2)c(C)c1	9	-9	1	i	-4	-0.3	-9	-2	-11
29	Cn1ccnc1C(=O)c1ccc(Cl)c(S(=O)(=O)N2CCOCC2)c1	-8	0	0	i	-7	2.2	-1	-5	-4
30	Cc1cccc(NC(=O)CC2SC(=O)N(c3ccccc3)C2=O)c1 (stereo not drawn)	5	4	2	i	-5	-0.2	-4	-9	4

Some of the entries above, set out differently.
Value order: NRP1-CendR mod	MT1-MMP act inh	Rin1-Abl PPI inh	Neddyl block	FAS TE block	MsrA inhibitor	eLon inh	bovine MsrA act	SKN-1 block
[25] COc1ccc(N2CCN(c3oc(-c4ccco4)nc3C#N)CC2)cc1
→ -10	1	-1	i	19	0.0	-6	-5	11
[26] CC1(C)CC(=O)c2cc(C(=O)NC3CCSC3=O)c(=O)n(-c3ccccc3)c2C1 (stereo not drawn)
→ 4	5	-1	i	-4	1.4	12	-8	-15

Later entries.
nr	Structure	NRP1-CendR mod	MT1-MMP act inh	Rin1-Abl PPI inh	Neddyl block	FAS TE block	MsrA inhibitor	eLon inh	bovine MsrA act	SKN-1 block
31	NS(=O)(=O)c1ccc(S(=O)(=O)N(CCc2ccccc2)Cc2ccccn2)cc1	9	1	-3	i	-2	0.6	0	-3	-14
32	Cc1ccc(C(=O)NCCN2CCOCC2)cc1	10	0	-1	i	-10	1.1	-13	-8	-7
33	Nc1[nH]c(C(=O)c2ccccc2)c(-c2ccccc2C(F)(F)F)c1C(=O)NCCc1c[nH]c2ccccc12	-34	-7	.	i	9	0.8	-9	0	13
34	Cc1cc(Nc2ccc(F)cc2F)n2ncnc2n1	-5	-2	-3	i	-6	-0.3	-4	-1	17
35	O=C(NC1(N2CCOCC2)CC1)c1ccc(Cl)cc1	0	-3	1	i	-5	-0.1	-7	-2	2
36	CCNc1c([N+](=O)[O-])c(=O)oc2ccccc12	7	1	-1	i	0	1.2	-6	-4	0
37	O=C(NCCc1nnc2ccc(NCc3ccc(Cl)cc3)nn12)c1ccccc1	11	-64	-2	i	-3	-1.0	5	-11	-5
38	CCN(CC)CCN1C(=O)C(=O)/C(=C(/O)c2ccc3c(c2)CC(C)O3)C1c1ccc(OC)cc1 (stereo not drawn)	-2	-2	-2	i	-4	0.8	1	-4	0
39	C=CCOn1c(=O)c(-c2ccc(OCC)cc2)[n+]([O-])c2ccccc21	-10	1	3	i	6	1.5	-3	-3	21
40	Cc1ccc(Cn2nnc3c(=O)n(CC(=O)N4CCCCC4)cnc32)cc1	-3	4	-4	i	-6	-0.7	-14	-6	6
41	C/C(CC(=O)Nc1ccc(N(C)C)cc1)=N\NC(=O)c1cnccn1	-1	6	-3	i	-8	2.5	1	-9	-11
42	Cc1cc(NC(=O)CS(=O)(=O)c2cn(C)c3ccccc23)no1	-10	-1	0	i	-9	-0.1	1	-4	2
43	COc1ccc(CCNC(=O)COC(=O)c2ccc(Br)o2)cc1OC	2	5	1	i	-8	-0.2	-3	-3	-3
44	O=C(CSc1nc2c(sc3ccccc32)c(=O)n1CCCN1CCCC1)NCc1ccco1	-7	1	0	i	7	1.9	8	-2	6
45	C/C(=N\NC(=O)Cn1cc([N+](=O)[O-])cn1)c1ccc(O)cc1	4	2	-1	i	4	-1.2	0	-3	-10
46	CCOc1ccc(C(=O)OCn2nnc3ccccc3c2=O)cc1OC	1	-5	5	i	6	-0.4	4	-8	4
47	Cc1cccc(Oc2ncc(-c3ccc(Cl)cc3)cn2)c1	15	-1	1	i	-2	-1.1	-2	-11	1
48	CN1CCN(S(=O)(=O)c2ccc(N3CCN(c4ccc(O)cc4)CC3)c([N+](=O)[O-])c2)CC1	13	5	0	i	-9	1.0	3	-4	13
49	Cc1ccc(OCc2nnc(SCC(=O)Nc3ccc4c(c3)OCO4)n2C)cc1	-19	-12	-4	i	-3	1.9	-13	0	-21
50	O=C(CCN1C(=O)CSc2ccccc21)Nc1ccc(C(F)(F)F)cc1	-8	2	2	i	15	1.0	-5	-2	-18
51	Cc1ccc(Oc2nc3ccccn3c(=O)c2/C=C(\C#N)C(=O)NC2CCS(=O)(=O)C2)cc1 (stereo not drawn)	7	-4	5	i	-1	-0.3	-4	0	-10
52	Fc1ccc(-c2csc3ncnc(Nc4ccc(N5CCOCC5)cc4)c23)cc1	2	-8	2	i	24	-0.1	-7	-12	25
53	COc1ccc(NC(=O)CSc2nnc(-c3ccccc3)n2Cc2ccco2)c(OC)c1	-15	5	-3	i	-2	2.5	-6	-9	-6
54	CCCNC(=O)/C(C#N)=C1\N=C(NC(=O)c2ccco2)c2ccccc21	-7	-3	-3	i	1	3.2	-1	-3	15
55	Cc1ccccc1NC(=O)Cc1nc(COC(=O)CSc2ccccc2)cs1	-7	-4	-1	i	-1	-0.5	-6	-7	-7
56	c1ccc2c(c1)CCN(CCCNc1nc3ccccc3n3cnnc13)C2	-7	3	-4	i	-7	2.8	-28	-1	15
57	CC(OC(=O)c1ccc2c(c1)S(=O)(=O)c1ccccc1C2=O)C(N)=O (stereo not drawn)	5	-2	-5	i	-4	-1.0	-2	-2	15
58	COc1ccc(CN(C(=O)c2cccs2)C(C(=O)NC2CCCCC2)c2ccc3ncccc3c2)cc1 (stereo not drawn)	9	-8	3	i	12	0.3	15	-1	1
59	CC(C)C(=O)Nc1cccc(C(=O)NCc2ccc(S(N)(=O)=O)cc2)c1	-5	0	-5	i	-3	0.7	3	0	8
60	Cn1c(C(=O)NCc2cccnc2)cc2sc(Cl)cc21	7	8	-5	i	0	.	5	4	-18
61	Cc1ccc(/C=C2\SC(=S)N(C(Cc3ccccc3)C(=O)O)C2=O)cc1 (stereo not drawn)	-43	1	-3	i	14	0.9	-3	-5	3

Source: PubChem BioAssay

Rows are unselected. Share with any hit: about 4.2%.
